PDI turbidity – inhibitors of human PDI, primary screen, biochemical, turbidity, single point, plate reader; Protein disulfide-isomerase (Homo sapiens), P07237; PDI insulin aggregation turbidity, A650, 90 min; inhibition, % at 10 µM; 0.052% of 350,000 active; AID 588391, 2011;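 active means mean inhibition across replicates of 30% or more, whatever share of single replicates reach that level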;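 further: absorbance from insulin aggregation driven by PDI reduction with DTT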
ABHD5-PLIN5 inh – ABHD5-PLIN5 interaction inhibitors, primary screen, cell lysate, split luciferase complementation, luminescence | Perilipin-5 (Homo sapiens) + 1-acylglycerol-3-phosphate O-acyltransferase ABHD5 (Homo … | Split G. princeps luciferase complementation, 4 h | inhibition, % at 4 µM | 0.78% of 360,000 active | AID 602281, 2012;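 active means inhibition above the mean inhibition across every tested compound plus 3 SD, cut at about 22% in these data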;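 further: 0% = DMSO only wells and the 100% control is not disclosed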
HTR2A ag – mouse Htr2a agonists via beta-arrestin recruitment, primary screen, cell-based, luminescence | CHO-K1 mHTR2A beta-arrestin complementation; percent of 30 µM serotonin response | activation, % at 7.6 µM | 0.66% of 360,000 active | AID 624169, 2012;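 active means activation above a run cutoff, the mean activation of all tested compounds plus 3 SD, cut at about 14% in these data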;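 further: 0% = plate median of compound wells and 100% = 30 µM serotonin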
Target sequence (P35363 whole entry, looked up): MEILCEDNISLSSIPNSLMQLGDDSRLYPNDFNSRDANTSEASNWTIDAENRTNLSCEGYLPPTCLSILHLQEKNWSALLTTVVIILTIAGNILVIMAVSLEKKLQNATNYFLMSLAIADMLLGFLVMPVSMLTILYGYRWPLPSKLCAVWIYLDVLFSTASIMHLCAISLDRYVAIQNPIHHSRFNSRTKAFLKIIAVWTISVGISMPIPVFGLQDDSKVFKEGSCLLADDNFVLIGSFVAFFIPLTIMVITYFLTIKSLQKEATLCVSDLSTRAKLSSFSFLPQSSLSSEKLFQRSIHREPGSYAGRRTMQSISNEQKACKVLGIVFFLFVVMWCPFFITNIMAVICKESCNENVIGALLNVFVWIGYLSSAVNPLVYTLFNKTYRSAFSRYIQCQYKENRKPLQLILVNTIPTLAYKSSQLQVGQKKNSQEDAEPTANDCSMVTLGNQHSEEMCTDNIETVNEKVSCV
Cardio protect – cardioprotection against H2O2-induced cell death, primary screen, uHTS, H9c2 cells, ATPLite luminescence; H9c2 cardiomyocytes, H2O2 injury protection, 2 h; AID 588492, 2011; 0.63% of 360,000 active; protection from H2O2 cell death, % at 20 µM;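 active means compounds giving at least 50% protection of heart cells from peroxide-induced death in the single-dose screen, raw or plate-pattern-corrected value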;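 further: 0% = DMSO wells with peroxide and 100% = DMSO wells without peroxide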
MC4R ag barr – MC4R agonists recruiting beta-arrestin, primary screen, cell-based, luminescence, agonist arm of biased-ligand search; 0.98% of 360,000 active; activation, % at 8.9 µM; Melanocortin receptor 4 (Homo sapiens), P32245; U2OS MC4R beta-arrestin complementation; percent of melanotan II response, DMSO zero;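 active means activation above a per-plate cutoff, the mean activation of sample wells on that plate plus 3 SD, cut at about 8% in these data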
Target sequence (P32245 whole entry, looked up): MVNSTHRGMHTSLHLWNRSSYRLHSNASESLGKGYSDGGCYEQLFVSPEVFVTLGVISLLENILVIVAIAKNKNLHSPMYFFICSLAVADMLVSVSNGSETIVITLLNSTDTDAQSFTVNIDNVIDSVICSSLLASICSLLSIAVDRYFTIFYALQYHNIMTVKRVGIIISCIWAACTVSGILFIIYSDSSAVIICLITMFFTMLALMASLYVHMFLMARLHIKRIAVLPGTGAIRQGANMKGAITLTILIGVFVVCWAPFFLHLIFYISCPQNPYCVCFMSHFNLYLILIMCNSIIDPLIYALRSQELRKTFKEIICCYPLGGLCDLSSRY
N-glyco inh – increase of ERlucT glycosylation luciferase signal, primary screen, N-linked glycosylation inhibitor project, D54 ERlucT cells, luminescence, set 2; reporter increase, % at 12.5 µM; AID 588692, 2011; D54 ERlucT glycosylation luciferase reporter, 24 h; percent of 100 nM tunicamycin response; 0.23% of 360,000 active;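 active means mean luciferase reporter signal, scaled so untreated is 0 and the glycosylation-blocking control 100, at or above a set limit in every replicate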;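 further: luciferase carries N-glycosylation sites so blocking glycosylation raises the light; 0% = median of neutral control wells and 100% = median of 100 nM tunicamycin wells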
CaV13 ICDI inh – Disruptors of the CACNA1D IQ motif to Ca2+-dependent inactivation inhibitor domain association, primary screening, Förster resonance energy transfer in intact living … | HEK cells, CFP/YFP FRET ICDI-IQ, plate reader, 10 min; percent FRET-ratio fall versus neutral wells | inhibition, % at 12.3 µM | 0.098% of 340,000 active;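 active means mean replicate inhibition of at least 30% and at least 1% of replicates passing that level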;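 further: 0% = median of the neutral control wells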
ABCB6 inh MLPCN – ABCB6 transporter inhibitors, primary screen, K562-ABCB6 cells, flow cytometry, MLPCN library; 0.19% of 360,000 active; AID 602162, 2011; K562-ABCB6 porphyrin accumulation, 1 h; hits give low values; fluorescence ratio to DMSO, % at 10 µM;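 active means fluorescence ratio to DMSO below 75%, the collection mean minus 3 SD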;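 further: signal is porphyrin accumulated inside mitochondria; 100% equals median channel fluorescence of DMSO control wells; lower ratio means ABCB6 inhibition with less porphyrin fluorescence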
Granule exo inh – LAMP-1 surface exposure blockers, TALL-104 cells – cell-based, flow cytometry, MLPCN library, primary screen; TALL-104 LAMP-1 surface exposure; cells stimulated with thapsigargin and PMA; AID 651702, 2012; 0.66% of 360,000 active; inhibition, % at 10 µM;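 active means inhibition above about 55%, limit read from the data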
MC4R antagonist – MC4R antagonists of cAMP signaling, primary screen, cell-based, TR-FRET, antagonist arm of biased-ligand search | Melanocortin receptor 4 (Homo sapiens), P32245 | MC4R-expressing cells, MTII-stimulated cAMP, LANCE TR-FRET | inhibition, % at 6.5 µM | 0.48% of 360,000 active | AID 540295, 2011;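 active means inhibition above its plate's cutoff, the mean of tested wells on that plate plus 3 SD, cut at about 29% in these data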;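 further: 0% = Melanotan II alone and 100% = Melanotan II plus saturating MCL0020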
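Test system: U2OS cells stably expressing human melanocortin 4 receptor (MC4R); also added: Melanotan II challenge; compound: 6.5 µM single dose; timing: 30-min compound preincubation, 1-h Melanotan II challenge, 1-h detection, room temperature; signal: Eu-cAMP/anti-cAMP TR-FRET, emission 671 nm; repeats: one well per compound, no replicates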
* marks the source's active call; other numbers are inactive results; · = no result given.

nr	compound	PDI turbidity	ABHD5-PLIN5 inh	HTR2A ag	Cardio protect	MC4R ag barr	N-glyco inh	CaV13 ICDI inh	ABCB6 inh MLPCN	Granule exo inh	MC4R antagonist
1	CC1CCCN(S(=O)(=O)c2ccc(C(=O)NC(C)c3ccccc3)cc2)C1 (stereo unspecified)	1	7	1	-4	-3.2	-3	-4	98	5	6
2	COc1ccc(CCNC(=O)C2Cc3ccccc3C(=O)O2)cc1 (stereo unspecified)	-4	0	4	-1	-1.2	0	-1	92	-1	0
3	NC(c1ccccc1)c1csc(Nc2ccccn2)n1 (stereo unspecified)	-3	6	-5	12	-1.9	-6	-3	98	-1	6
4	Cc1cc(C)cc(C(=O)NC(CC(N)=O)c2ccc(N3CCN(C)CC3)c([N+](=O)[O-])c2)c1 (stereo unspecified)	-7	0	-2	3	-2.0	1	-11	99	-4	5
5	CCOC(=O)c1sc(=S)n(-c2ccccc2)c1NC(C)=O	-4	-1	7	20	0.0	6	-5	97	-2	0
6	Cc1[nH]n(-c2nc(-c3ccccc3)cc(=O)[nH]2)c(=O)c1CCO	-5	7	4	-3	0.3	3	2	108	0	-6
7	Cc1c(NC(=O)OCCSc2nc(N(C)C)nc(N(C)C)n2)sc(=S)n1C	-4	-4	-1	-5	0.3	-1	-2	95	-2	5
8	CC1CC(C)CN(S(=O)(=O)c2ccc(C(=O)NNC(=O)c3ccccc3F)cc2)C1 (stereo unspecified)	12	-9	-7	-10	0.3	1	-2	98	-1	9
9	O=C(O)C1Oc2ccccc2C1c1ccccc1 (stereo unspecified)	-4	3	0	-2	-1.0	2	-5	101	-8	-1
10	O=C(NOCc1ccccc1)c1coc(-c2ccccc2)n1	-6	9	-3	1	0.4	0	-6	97	0	5
11	O=C(NC1CCCC1)C1CC(=O)N(c2ccc(F)cc2)C1 (stereo unspecified)	1	-6	0	2	-1.7	2	-7	94	-9	1
12	CC(=O)c1cc(C#N)c(SCc2ccc([N+](=O)[O-])cc2)nc1C	1	-1	0	-8	-1.3	-3	-1	96	0	5
13	Cc1ccc(NC(=O)c2cc3ccccc3o2)cc1	-2	-5	-9	-11	1.0	-7	-21	98	7	0
14	COc1cc(C2C(C#N)=C(N)N(Nc3ccccc3)C3=C2C(=O)CC(C)(C)C3)ccc1OCc1cccc(F)c1 (stereo unspecified)	-1	-10	-4	27	3.1	-8	·	99	1	3
15	Cc1ccc(OC(=O)c2oc3ccc(F)cc3c2C)c(C)c1	5	-10	3	-15	7.0	-5	-8	101	0	-5
16	O=C(CNCC1CCCCC1)Nc1ccccc1N1CCCCC1	-1	-6	4	-16	4.5	-6	-4	86	4	7
17	CCCC(=O)Nc1ccc(-c2nc3cc(C)c(C)cc3o2)c(O)c1	3	-7	-2	-10	2.1	0	·	111	-3	20
18	CCC(=O)Nc1ccc(-c2cc(-c3ccccc3)nc(-c3ccc(NC(=O)CC)cc3)n2)cc1	6	-5	-2	13	-0.1	0	-3	95	-1	4
19	CC(=O)Nc1c(C(=O)N2CCOCC2)cnn1-c1ccc(C)c(C)c1	-3	-6	0	-3	-2.1	1	-4	112	-1	4
20	COc1ccc2sc3cccc(NCCN(C)C)c3c(=O)c2c1	·	17	-6	3	·	140*	-5	96	10	·
21	CC/C(=N\NC(=O)CNC(=O)/C=C/c1ccc(OC)cc1)c1ccccc1	-2	1	-5	-1	-0.8	0	-7	92	3	-4
22	O=C(NCCc1c[nH]c2ccccc12)c1cc(Cl)c2c(c1)OCO2	-5	-6	3	-3	-1.1	-1	-4	95	-10	-4
23	CCN1C(=O)c2cccc3c(S(=O)(=O)NC(Cc4c[nH]c5ccccc45)C(=O)O)ccc1c23 (stereo unspecified)	1	3	-2	-3	-1.8	3	-1	92	1	1
24	NC(=O)c1c(NC(=O)c2cc3ccccc3o2)sc2c1CCC2	-15	-5	-1	-17	6.2	-14	·	107	0	11
25	CC(C)CN1CCN(Cc2ccc3ncccc3c2)CC1CCO (stereo unspecified)	-2	1	-1	-3	-0.5	-2	-5	97	-1	-3
26	COc1ccccc1CNC(=O)C1CCN(C(=O)[C@@H]2Cc3ccccc3CN2)CC1	14	-2	3	5	-1.5	0	-15	97	11	4
27	COc1ccc(S(=O)(=O)NCCCc2ccccc2)cc1	5	3	1	-7	3.3	1	-3	101	5	-1
28	N#CCCN(C(=O)COC(=O)c1ccc(S(=O)(=O)Nc2ccccc2)cc1)c1ccccc1	-2	-1	0	-6	-0.8	0	-2	100	2	13
29	O=C(COC(=O)[C@H](Cc1ccccc1)N1C(=O)c2ccccc2C1=O)Nc1ccc2c(c1)OCO2	-6	2	5	-22	-1.7	2	-1	93	-1	11
30	CCOc1ccc(CN(C)CC(=O)Nc2cccc(S(=O)(=O)N(C)c3ccccc3)c2)cc1	3	11	-7	7	-2.5	-5	-2	96	20	3
31	Cc1cccc(Oc2cc(N)cc([N+](=O)[O-])c2)c1	0	0	-2	-1	-0.9	1	-3	104	-2	3
32	CCCCN(C)C(=O)c1cc2cc3ccc(OC)cc3nc2o1	3	10	1	4	-0.1	3	-20	111	-8	0
33	Cc1ccc(S(=O)(=O)N2CCOCC2)cc1C(=O)OCC(=O)Nc1ccc2c(c1)OCO2	-9	1	-4	-11	-0.5	-2	·	95	-2	3
34	Cc1ccc(NC(=O)CN2C(=O)S/C(=C\c3cccn3-c3cccc(C(=O)O)c3)C2=O)c(C)c1	3	8	8	-2	0.4	3	·	100	0	3
35	Cn1cnc([N+](=O)[O-])c1N=C(N)N	-4	-5	-1	10	-2.4	2	-1	92	8	14
36	CC(C)NC(=O)C(=O)Nc1cc2c3c(c1)CCC(=O)N3CCC2	6	6	-7	5	0.8	0	-3	99	0	7
37	Cc1ccc(C)c(NC(=O)CN(C)C(=O)c2ccc(Cl)nc2)c1	6	-2	-7	2	0.4	-3	-5	95	10	5
38	CCOC(=O)C1=C[C@@H](c2ccccc2)N(S(=O)(=O)c2ccc(C)cc2)[C@H]1c1ccc(F)cc1	·	3	5	-2	·	-9	-7	88	12	·
39	CSCC(=O)Nc1cc(C)on1	4	5	0	8	-0.2	1	-4	104	0	16
40	COc1ccc(NC(=O)c2cc(S(=O)(=O)N3CCCCC3)c[nH]2)c(OC)c1	5	4	-6	-2	0.2	0	-5	96	7	2
41	O=C(Nn1cnc2ccccc2c1=O)c1ccc([N+](=O)[O-])cc1Cl	1	3	2	2	0.2	-2	-4	98	9	13
42	CC(C)C12CN3CC(C(C)C)(CN(C1)C3c1ccc3c(c1)OCO3)C2=O (stereo unspecified)	-5	-8	-1	0	2.8	-8	-5	97	-4	4
43	CC1=C(C(=O)N2CCOCC2)CC(CC(=O)NCCc2ccccn2)C(=O)N1CCC1=CCCCC1 (stereo unspecified)	·	-3	-3	2	·	1	-4	93	3	·
44	O=C(C1CCN(S(=O)(=O)N2CCOCC2)CC1)N1CCN(Cc2ccccc2)CC1	-2	-6	-5	23	-3.3	2	·	85	-1	-1
45	COC(=O)c1ccc(SCc2cnc(Cl)s2)cc1	-8	0	0	-13	-1.3	1	-9	94	0	7
46	C(#Cc1ccc(C#CCN2CCOCC2)cc1)CN1CCOCC1	1	-3	2	-11	0.0	-2	·	96	4	-2
47	CC1Cc2ccccc2N1C(=O)Cn1c(=O)oc2cc(S(=O)(=O)N3CCCCC3)ccc21 (stereo unspecified)	2	3	10	-2	0.1	-1	-7	102	0	9
48	CCOC(=O)c1[nH]c(C)c(C(=O)N2CCN(c3cccc(Cl)c3)CC2)c1C	1	-1	-3	6	0.1	-2	-7	104	4	9
49	O=C1CCC/C1=C/Nc1ccc2c(c1)OCO2	-5	3	2	7	-2.1	2	-3	93	-2	0
50	COc1cc(C2=Nc3ccc(Br)cc3C(c3ccccc3)N2CC(=O)NN)cc(OC)c1OC (stereo unspecified)	-4	15	-3	-2	2.7	4	-3	97	4	-2
51	CC(C)CCNC(=O)CN(C(=O)CCC(=O)Nc1ccccn1)c1ccc(F)c(Cl)c1	-5	5	-6	2	-3.4	2	4	98	-3	-5
52	CC1CCCCN1C(=O)C12CCC(C)(/C(=N/O)C1)C2(C)C (stereo unspecified)	-8	3	-1	-1	-1.1	2	-9	104	0	-3
53	Cc1ccc2nc(C3CCN(C(=O)NCc4ccccc4)CC3)[nH]c2c1	3	6	-3	-4	-0.6	-3	-9	95	1	3
54	Cc1ccc(NC(=O)N2CCC(c3nc4c(nnn4Cc4c(F)cccc4Cl)c(=O)[nH]3)CC2)cc1	6	-5	3	15	-0.5	7	-7	96	1	-6
55	O=C(NC(=S)Nc1cccc(F)c1)c1cccc([N+](=O)[O-])c1	1	1	-12	-8	-2.4	3	0	93	3	6
56	CSc1ccc(/C=C/C(=O)OCC(=O)N2CCc3ccccc32)cc1	-5	-3	6	0	5.6	3	-2	93	-1	-1
57	CC(C)C[C@@H](CN1CCCC1CN1C(=S)NC[C@@H]1Cc1ccccc1)N1C[C@H](Cc2ccc(O)cc2)N(CCc2ccccc2)C1=S (stereo partly specified)	·	4	-8	·	·	·	-3	96	22	·
58	COc1ccccc1CNC(c1ccccc1)c1ccccc1	3	-9	2	-5	0.6	-2	-2	98	13	-1
59	COc1ccc(NC(=O)CN(C)C(=O)C(Sc2ccccc2)c2ccccc2)cc1 (stereo unspecified)	15	4	-1	-2	2.0	-3	-6	96	-4	8
60	Cc1ccc2cc(CN(CCN(C)C)C(=S)Nc3ccccc3)c(=O)[nH]c2c1C	-3	-6	1	5	-1.0	-10	-2	106	-2	-4
61	CC(=O)Nc1ccc(N2C(=O)c3cccc(NC(C)=O)c3C2=O)cc1	12	-4	-2	9	-0.4	3	2	103	8	21
62	CC(C)C[C@@H](CN1CCC[C@@H]1CN1C(=S)NC[C@@H]1Cc1ccc(O)cc1)N1C[C@H](Cc2ccc(O)cc2)N(CC2CCCCCC2)C1=S	·	7	5	-12	·	-3	-6	96	33	·
63	O=C(CC(=O)NCc1ccccc1)NCc1ccccc1	1	4	0	4	-0.9	0	-4	94	5	2

An unsorted share of the library; overall some 4.2% were active at least once.
